HCV inhibitor = qHTS Assay for Inhibitors of Hepatitis C Virus (HCV); actives 3.4% (n = 340,000); Potency, µM (titrated, usually from 41.8 µM), without a hit: top-dose activity change, negative = inhibition, actives largely listed as inhibitors; Huh7.5.1 HCVcc-Cre infection, luciferase reporter, 44 h; note: potency is the fitted concentration of half-maximal effect; % is set by controls: 0 for no effect and ±100 for the full control effect
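Reporter virus HCVcc-Cre (~0.5 moi) infects cells exposed to compound; seeding density 1,000 cells/well with 4 h settling beforehand. Luminescence, 15 sec read, taken 44 h post-infection following a 15 min RT substrate incubation.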
LmPK inh = qHTS Assay for Inhibitors of Leishmania Mexicana Pyruvate Kinase (LmPK). Q27686. purified LmPK, Kinase-Glo ATP luminescence, 1 h. Potency, µM (series often up to 57.5 µM), without a hit: at the highest dose activity change, negative = inhibition, actives largely listed as inhibitors. actives 0.37% (n = 290,000). AID 1721, 2009; note: potency is the fitted concentration of half-maximal effect; % is set by controls: 0 for no effect and ±100 for the full control effect
Target sequence (Q27686 whole entry, looked up): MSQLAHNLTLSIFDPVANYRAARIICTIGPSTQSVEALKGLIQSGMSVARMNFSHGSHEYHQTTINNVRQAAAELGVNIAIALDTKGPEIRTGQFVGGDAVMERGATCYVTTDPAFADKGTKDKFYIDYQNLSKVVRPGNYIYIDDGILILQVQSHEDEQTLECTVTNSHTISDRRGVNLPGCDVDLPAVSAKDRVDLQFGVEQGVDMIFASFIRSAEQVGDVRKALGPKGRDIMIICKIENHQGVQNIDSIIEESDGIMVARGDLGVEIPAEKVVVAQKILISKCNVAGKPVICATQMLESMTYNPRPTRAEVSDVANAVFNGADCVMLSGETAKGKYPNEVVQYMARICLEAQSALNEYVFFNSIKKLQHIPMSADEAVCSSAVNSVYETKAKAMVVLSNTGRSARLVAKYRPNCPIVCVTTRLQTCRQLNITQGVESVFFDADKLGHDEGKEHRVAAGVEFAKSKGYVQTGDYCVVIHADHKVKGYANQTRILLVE
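0.1 nM LmPK, 0.5 mM PEP, 0.1 mM ADP; 50 mM imidazole pH 7.2, 7 mM MgCl2, 50 mM KCl; 1 h RT. Kinase-Glo luminescence readout, normalized to no-enzyme (full inhibition) and uninhibited wells.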
Shiga toxin inh = A qHTS for Small Molecule Inhibitors of Shiga Toxin; actives 9.2% (n = 290,000); AID 2315, 2010; inhibition, % at 38.7 µM; Vero cells, Shiga toxin protein synthesis inhibition reporter; in the data active = inhibition mostly above about 28%, no sharp cut-off; inactive = mostly below about 43%; note: 0% is about no effect
Pf growth 48h = Primary qHTS for delayed death inhibitors of the malarial parasite plastid, 48 hour incubation | P. falciparum luciferase growth in erythrocytes, 48 h | Potency, µM (series often up to 28.7 µM), without a hit: top-dose activity change, negative = inhibition, usual class: inhibitors | actives 5.9% (n = 310,000) | AID 504832, 2011; note: potency is the fitted concentration of half-maximal effect; % is set by controls: 0 for no effect and ±100 for the full control effect
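Growth was read as firefly luciferase luminescence after a 48 h, 37 C, 5% CO2 exposure of compounds to reporter-bearing P. falciparum cultures (0.1% parasitemia, 2% hematocrit final) in Albumax-supplemented RPMI 1640.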
Pf growth 96h = Primary qHTS for delayed death inhibitors of the malarial parasite plastid, 96 hour incubation; P. falciparum luciferase reporter growth, 96 h; Potency, µM (doses to about 28.7 µM), for inactives: at the highest dose activity change, negative = inhibition, usual class: inhibitors; actives 6.9% (n = 320,000); note: potency is the fitted concentration of half-maximal effect; % is set by controls: 0 for no effect and ±100 for the full control effect
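P. falciparum expressing integrated firefly luciferase grown in erythrocytes (2% hematocrit, 0.05% parasitemia final) with compounds for 96 hours at 37 C, 5% CO2. Growth inhibition read as loss of luminescence after adding luciferase detection reagent.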
Tb PYK inh = qHTS of Trypanosoma Brucei Inhibitors. pyruvate kinase (Trypanosoma brucei), Q57TT1. TbPYK enzyme, Kinase-Glo Plus ATP luminescence, 45 min. Potency, µM (titrated, usually from 76.8 µM), without a hit: top-dose activity, negative = inhibition, usual class: inhibitors. actives 0.12% (n = 410,000). AID 624173, 2012; note: potency is the fitted concentration of half-maximal effect; % is set by controls: 0 for no effect and ±100 for the full control effect; nearly all actives have a fitted effect of over 50% in size
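ADP (130 uM final) triggers the TbPYK reaction after compound addition; incubation is 45 min at room temperature. Kinase-Glo Plus is then added and luminescence imaged. Normalized data are fitted to concentration-effect curves.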
CHX counter = Cycloheximide Counterscreen for Small Molecule Inhibitors of Shiga Toxin; actives 12% (n = 300,000); cell reporter, cycloheximide protein synthesis inhibition counterscreen; max response, %; AID 2314, 2010; in the data active = max response mostly above about 13%, no sharp cut-off; inactive = mostly below about 14%; note: read at 38.3 µM for the half of the compounds with a filed dose; 0% is about no effect
* marks the source's active call; other numbers are inactive results; ? = inconclusive; . = not tested or not shown; & = joins results of further samples; [ ] = remark or other dose. Unless noted, calls come from the whole dose curve; as a rule, active = well fitted curve in the direction sought with a large enough effect; inconclusive = small, poorly fitted or top-dose-only effect, or another doubt; inactive = no such curve, though single readings can be large; an effect the other way counts as inactive or inconclusive.

SMILES	HCV inhibitor	LmPK inh	Shiga toxin inh	Pf growth 48h	Pf growth 96h	Tb PYK inh	CHX counter
O=c1cc(-c2ccccc2)nc2c(-c3ccccc3)c(C(F)(F)F)[nH]n12	-2%	2%	-6	13%	2%	7%	2
O=C(NCc1ccc2c(c1)OCO2)c1cc(-c2cc(Cl)ccc2O)n[nH]1	-19%	4%	-8	?	?	1%	2
C=C(C)COc1ccc(-c2nc(N)nc(C(F)(F)F)c2-c2ccc(OC)cc2)c(O)c1	?	5%	24	2.9µM*	2.1µM*	-1%	11
CC1=C(C(=O)OC(C)C)C(c2cccs2)NC(=O)N1 (stereo unspecified)	11%	4%	-2	-8%	17%	1%	11
COc1cc(C(=O)Nc2nnc(CC(C)C)s2)c([N+](=O)[O-])cc1OC	2%	-1%	-23	16%	22%	-1%	-2
Clc1cccc(SC2CCNCC2)n1	.	.	.	-1%	4.3µM*	5%	.
CNC(=O)c1[nH]cnc1C(=O)Nc1ccccn1	-5%	4%	18	25%	-14%	0%	11
Cc1ccccc1NC(=O)CCC(=O)N/N=C/c1cccnc1	3%	-2%	-2	?	?	-12%	-4
Nc1nc(-c2ccccc2)c(N=Nc2ccccc2Cl)s1	11µM*	-15%	-15	?	?	-14%	-2
Cc1oc(C(=O)O)cc1COc1cccc2ccccc12	4%	0%	-4	5%	2.3µM*	5%	-2
COc1ccc(C(=O)C2CCCN(C(=O)c3cccs3)C2)cc1F (stereo unspecified)	2%	4%	-9	7%	11%	-5%	0
CCc1ccc(OC)c(S(=O)(=O)NCCOc2ccccc2)c1	9%	3%	7	-16%	263%[activator]	1%	-4
CCOC(=O)c1sc(N)nc1-c1ccccc1	-1%	4%	-3	9%	7%	-4%	-3
COc1ccc(-c2csc(N(CCCN(C)C)C(=O)c3cc(OC)c(OC)c(OC)c3)n2)cc1	-6%	-3%	-3	?	?	7%	1
Cc1[nH]c2ccccc2c1NC(=O)CN1CCN(Cc2ccc3c(c2)OCO3)CC1	.	0%	3	-1%	.	.	-3
CCOC(=O)c1c(NC(=O)CSc2nnc(-c3cccc(C)c3)n2CC)sc(C(C)=O)c1C	3.5µM*	3%	-9	11%	-23%	0%	-4
O=C(CCC1CCCC1)Nc1cc(C(F)(F)F)ccc1N1CCOCC1	2%	.	.	12µM*	13µM*	4%	.
Cc1cc(C)c(NC(=O)CS(=O)CC(=O)Nc2ccc(F)cc2F)c(C)c1 (stereo unspecified)	3%	4%	-5	3%	4%	1%	10
CCC(C)NS(=O)(=O)c1cc2c3c(c1)CCN3C(=O)CC2 (stereo unspecified)	13%	0%	-12	9%	12%	-8%	-5
O=C(CC1CCCCC1)OCn1nnc2ccccc2c1=O	4%	2%	-5	.	-10%	-1%	-4
COc1ccc(-n2c(C)n[nH]c2=O)cc1OC	8%	6%	-12	-6%	21%	-21%	-1
COc1ccc(OC)c(CNS(=O)(=O)c2cc(CN3C(=O)c4cccnc4C3=O)ccc2OC)c1	22%	1%	-1	8%	8%	-5%	-2
CCCN1CCC(=O)N(CCO)CC1	14%	6%	-3	-11%	1%	-4%	-1
CC1NC(=O)N(C)C2NC(=O)N(C)C(c3ccccc3)C12 (stereo unspecified)	4%	1%	-10	10%	14%	4%	-2

An excerpt from above, showing only LmPK inh:
| compound | LmPK inh |
| --- | --- |
| CCCN1CCC(=O)N(CCO)CC1 | 6% |
| CC1NC(=O)N(C)C2NC(=O)N(C)C(c3ccccc3)C12 (stereo unspecified) | 1% |

The listing continues.
SMILES	HCV inhibitor	LmPK inh	Shiga toxin inh	Pf growth 48h	Pf growth 96h	Tb PYK inh	CHX counter
Cc1cccc(NC(=O)c2ccc(NS(=O)(=O)c3c(C)noc3C)cc2)c1	15%	0%	17	1%	95%[activator]	5%	6
CN1CCN(C(=O)c2cc3ccccc3cc2O)CC1	14%	.	.	?	-23%	-5%	.
Cc1cccc(Nc2nc(-c3ccccc3)cs2)n1	-9%	-11%	150*	236%[activator]	-50%	-3%	56*
COC(=O)/C=C1/SC(=NC(=O)c2cccc([N+](=O)[O-])c2)NC1=O	25%	0%	-9	11%	-33%	-9%	7
CC(C(=O)NCCCn1ccnc1)(c1ccccc1)c1ccccc1	17%	2%	-9	-30%	-13%	2%	-4
CCNc1nc(OCCNC(C)=O)nc(N(C)C)n1	6%	-7%	-12	66%[activator]	1.5µM*	7%	4
COC(=O)c1[nH]c2cc(OC)ccc2c1NC(=O)CCN1CCN(Cc2ccc3c(c2)OCO3)CC1	?	0%	-4	?	-63%	0%	-7
Cc1ccccc1NC(=O)Cc1nc(COC(=O)c2cc([N+](=O)[O-])ccc2N)cs1	?	-1%	-3	?	?	2%	1
CCOc1cc(C(c2c(C)[nH][nH]c2=O)c2c(C)[nH][nH]c2=O)ccc1OS(=O)(=O)c1ccccc1	2%	1%	-5	-25%	.	1%	1
O=[N+]([O-])c1cc(-c2ccc([As](=O)(O)O)cc2)ccc1[As](=O)(O)O	.	1%	-6	8%	?	.	-5
CCCCN(C)CCC(=O)Nc1ccc(C)cc1	3%	2%	-1	-2%	116%[activator]	12%	1
CCO[C@H]1OC(C(=O)NCc2ccccc2)=C[C@@H](c2ccc(Br)cc2)[C@@H]1CCCO	-27%	8%	-9	?	?	-4%	-3

Looked up by structure from the entries so far, three records:
SMILES	HCV inhibitor	LmPK inh	Shiga toxin inh	Pf growth 48h	Pf growth 96h	Tb PYK inh	CHX counter
CC(C(=O)NCCCn1ccnc1)(c1ccccc1)c1ccccc1	17%	2%	-9	-30%	-13%	2%	-4
CCCCN(C)CCC(=O)Nc1ccc(C)cc1	3%	2%	-1	-2%	116%[activator]	12%	1
CN1CCN(C(=O)c2cc3ccccc3cc2O)CC1	14%	.	.	?	-23%	-5%	.

Remaining list, next part:
SMILES	HCV inhibitor	LmPK inh	Shiga toxin inh	Pf growth 48h	Pf growth 96h	Tb PYK inh	CHX counter
N#C/C(=C\c1ccc(O)cc1)C(=O)NCc1cccc(Cl)c1	10%	8%	-5	30%	50%[activator]	-5%	-8
C=CCC1C(=O)NC(=S)NC1=O	10%	6%	14	-3%	0%	?	-5
O=C(CSc1ccc(-c2ccc(Cl)cc2)nn1)N1CCCc2ccccc21	?	3%	26	8%	?	1%	13*
COC(CNC(=O)c1cc(C)nn1-c1ccccc1)OC	10%	5%	19	.	.	-11%	2
O=C(Cc1n[nH]c(=O)c2ccccc12)OCC(=O)c1ccc(F)cc1	5%	.	.	34%[activator]	28%	-6%	.
c1ccc(Cc2nc3ccccc3o2)cc1	-7%	-1%	55	.	-15%	0%	19
COc1ccc2cc(C(=O)N3CCOCC3)sc(=O)c2c1OC	-18%	-3%	7	44%[activator]	?	-3%	1
CCOc1ccc(C(=O)COC(=O)C2CCN(c3ccc(C(F)(F)F)cn3)CC2)cc1	7%	.	.	-19%	-14%	-3%	.
O=C(O)c1cccnc1C(=O)N1CCc2c([nH]c3ccccc23)C1C(F)(F)F (stereo unspecified)	14%	2%	8	31%[activator]	-12%	-17%	1
O=C(NCc1ccc(N2CCCC2=O)cc1)c1ccc(F)cc1	8%	-2%	21	20%	?	3%	14
Nc1ccc(C2(c3ccc(N)cc3)c3ccccc3-c3ccccc32)cc1	8.9µM*	-3%	-5	7%	34%[activator]	-3%	1
CCCn1c(CCC(=O)O)nc2cc(S(=O)(=O)N(CC)CC)ccc21	13%	-1%	-10	-6%	-12%	-2%	3

Single records, as listed above.
Shown for `COC(CNC(=O)c1cc(C)nn1-c1ccccc1)OC` : HCV inhibitor: 10%; LmPK inh: 5%; Shiga toxin inh: 19; Pf growth 48h: .; Pf growth 96h: .; Tb PYK inh: -11%; CHX counter: 2
Shown for `O=C(O)c1cccnc1C(=O)N1CCc2c([nH]c3ccccc23)C1C(F)(F)F` (stereo unspecified) : HCV inhibitor: 14%; LmPK inh: 2%; Shiga toxin inh: 8; Pf growth 48h: 31%[activator]; Pf growth 96h: -12%; Tb PYK inh: -17%; CHX counter: 1

Further structures follow:
SMILES	HCV inhibitor	LmPK inh	Shiga toxin inh	Pf growth 48h	Pf growth 96h	Tb PYK inh	CHX counter
Cc1nnc(NC(=O)c2ccc(C)c(S(=O)(=O)N3CCCCCC3)c2)s1	0%	2%	-4	7%	.	-4%	-2
COc1ccc(CCNC(=O)c2ccc3c(c2)N(Cc2ccccc2)CCS3)cc1OC	10µM*	4%	4	-24%	?	2%&-2%	-3
CCOC(=O)CNC(=O)CSc1ncnc2c1cnn2-c1ccc(Cl)cc1	10%	-1%	-4	18%	.	1%	-3
C#CC(CC)(CC)NC(=O)c1nn(-c2ccccc2Cl)c(C)cc1=O	?	5%	-11	1%	-20%	1%	-5
COc1ccc(C(C)=O)cc1CSc1ncccn1	?	2%	-9	0%	10%	-4%	7
S=c1[nH]nc(C2CCCCC2)n1/N=C/c1ccccc1	1%	-16%	-6	13%	12%	?	9
Cc1nn(-c2ccccc2)c(C)c1NC(=O)COC(=O)/C=C/c1ccccc1	15%	.	.	0%	13%	1%	.
COc1ccc(Nc2nc3ccccc3nc2-n2nc(C)cc2C)cc1	-1%	5%	13	.	?	6%	-3
COc1ccc(OC)c(S(=O)(=O)Nc2ccc3oc4c(c3c2)C(=O)CCC4)c1	?	2%	10	-2%	.	-8%	6
COC(=O)CCC(=O)c1oc2ccc(Cl)cc2c1NC(=O)CCCN1C(=O)c2ccccc2C1=O	3%	2%	3	?	?	4%	-2
CCOc1ccc(C(C#N)N2CCOCC2)cc1OC (stereo unspecified)	-5%	7%	-19	3%	41%[activator]	-7%	27
CC(C)CN1CCN(Cc2nc3ccccc3s2)CC1CCO (stereo unspecified)	10%	7%	14	2%	-29%	-5%	12
C/C(=N\NC(=O)C1CC1)c1ccc2c(c1)OCCO2	2%	-4%	44	32%[activator]	5%	3%	28*
CCN1CCN(C(=O)c2nn(C)c3c2CS(=O)(=O)c2ccccc2-3)CC1	-1%	6%	-5	8%	?	0%	-2

Bioassay records: PubChem, National Center for Advancing Translational Sciences (NCATS)
